# MBD2 DNA inh: blocks human MBD2 binding to methylated DNA; 370,000 compounds, 0.31% hits; inhibition, % at 4.4 µM; TR-FRET, MBD2 binding to methylated oligonucleotide; in the data active means inhibition above about 13%
# UHRF1 MBD2 ctr: UHRF1 methyl-DNA binding inhibition. Q96T88. UHRF1 binding to methylated oligo, TR-FRET. inhibition, % at 4.4 µM. 370,000 compounds, 0.75% hits; in the data active means inhibition above about 21%;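 further: UHRF1 SRA domain binding a hemimethylated CpG hairpin DNA probe; 0% = median of test compound wells and 100% = reference inhibitor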
# KLK7 zymogen act: proKLK7 (human) activation, primary screen | purified proKLK7, EDANS-DABCYL substrate fluorescence; 100% is mature enzyme control, 0% vehicle | activation, % at 7 µM | 370,000 compounds, 0.9% hits;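 active means activation above the mean of all tested compounds plus 3 SD, computed per campaign excluding outliers beyond control limits, cut at about 13% in these data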
# Target sequence (P49862 whole entry, looked up): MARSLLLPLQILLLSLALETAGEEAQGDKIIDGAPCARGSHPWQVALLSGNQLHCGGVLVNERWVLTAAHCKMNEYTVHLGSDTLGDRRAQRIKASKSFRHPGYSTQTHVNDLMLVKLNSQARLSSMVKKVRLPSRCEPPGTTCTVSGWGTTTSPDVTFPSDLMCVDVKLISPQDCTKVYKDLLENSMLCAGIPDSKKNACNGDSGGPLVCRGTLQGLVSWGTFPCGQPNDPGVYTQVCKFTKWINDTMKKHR
# ARFGAP1 inhibitor: inhibitors of rat ARFGAP1; Q62848; Arfgap1-stimulated ARF1 GTP hydrolysis, GDP FP detection; inhibition, % at 16.5 µM; 360,000 compounds, 0.26% hits;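 active means inhibition above a per-plate limit, mean inhibition of low control wells plus 3 SD, cut at about 25% in these data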;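 further: 0% = DMSO wells with enzyme and 100% = wells lacking Arfgap1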
# Target sequence (Q62848 1-136 limits assumed): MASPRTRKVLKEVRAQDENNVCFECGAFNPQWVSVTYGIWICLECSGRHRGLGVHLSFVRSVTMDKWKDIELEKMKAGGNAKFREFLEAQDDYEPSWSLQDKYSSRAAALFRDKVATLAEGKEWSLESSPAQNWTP
#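 Material – truncated rat Arfgap1 GAP domain · Buffer or medium – HEPES-based buffer, pH 7.5 · Reagent – human ARF1(Δ1-17)-GTP substrate · Dosing – 16.5 µM single point, 1.26% DMSO · Schedule – GTP hydrolysis reaction 2 h at 25 °C · Technique – GDP detection by fluorescence polarization · Benchmarks – No-Arfgap1 wells (100%) versus DMSO full-reaction wells (0%) · Repeats – single replicate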
# PLCg1 inh: inhibitors of human phospholipase C gamma1; AID 720700; inhibition, % at 12.2 µM; 370,000 compounds, 0.84% hits; P19174; purified PLC-gamma1, fluorogenic substrate, fluorescence; in the data active means inhibition above about 9.5%
# DDE Tn6 FP inh: disrupts Tn6 cyclic peptide binding to fibrin D-Dimer-E complex; AID 720509; P02675; 370,000 compounds, 0.21% hits; Fibrin DD(E) TRITC-Tn6 fluorescence polarization displacement; inhibition, % at 8.3 µM;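 active means inhibition above a per-campaign cutoff: mean of compounds within control limits plus 3 SD, cut at about 15% in these data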;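 further: 0% = median of all compound wells on the plate and 100% = blocking peptide control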
# PLC-beta3 inh: inhibitors of human phospholipase C beta3. Q01970. Purified PLC-beta3, fluorogenic substrate, fluorescence. inhibition, % at 12.2 µM. 370,000 compounds, 0.18% hits; in the data active means inhibition above about 11%;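 further: 0% = median of compound wells on plate and 100% = full blocker control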
# ASAP1 inh: ASAP1 ArfGAP inhibition | Q9ULH1 | ASAP1-stimulated ARF1 GTP hydrolysis, GDP FP detection | inhibition, % at 16.5 µM | 360,000 compounds, 0.19% hits | AID 624377; in the data active means inhibition above about 25%;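 further: 0% = vehicle with enzyme and substrate and 100% = no enzyme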
# Target sequence (Q9ULH1 325-724 limits assumed): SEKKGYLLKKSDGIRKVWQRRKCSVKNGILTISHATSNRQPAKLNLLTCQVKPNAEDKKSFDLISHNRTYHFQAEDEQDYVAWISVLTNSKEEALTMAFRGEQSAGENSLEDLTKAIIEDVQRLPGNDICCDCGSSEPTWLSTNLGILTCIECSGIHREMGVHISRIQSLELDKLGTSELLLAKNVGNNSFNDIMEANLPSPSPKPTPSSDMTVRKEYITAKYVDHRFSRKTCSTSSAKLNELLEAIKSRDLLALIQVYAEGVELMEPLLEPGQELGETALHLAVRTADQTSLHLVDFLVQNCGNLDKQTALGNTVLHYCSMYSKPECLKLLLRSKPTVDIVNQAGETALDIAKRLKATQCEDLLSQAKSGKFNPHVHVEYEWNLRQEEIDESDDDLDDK
# ADAM17 inh: inhibitors of human ADAM17 | recombinant ADAM17, EDANS/DABCYL FRET peptide cleavage | 370,000 compounds, 0.83% hits | inhibition, % at 6.95 µM;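 active means inhibition above the mean of compounds lying between control limits plus 3 SD, set per campaign, cut at about 8.5% in these data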;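 further: 0% = DMSO-only wells as the low control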
# Tn7 DDE FP: disrupts Tn7 cyclic peptide binding to fibrin D-Dimer-E complex; P02675; FP displacement of FITC-Tn7 peptide from fibrin DD(E); 0% = median of compound wells per plate; inhibition, % at 8.3 µM; 370,000 compounds, 0.13% hits; AID 720508;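 active means inhibition above the mean of compounds falling within the control limits plus 3 SD of them, cut at about 14% in these data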;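 further: 0% = plate median of compound wells and 100% = 10 µM Aha-Tn7 peptide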
#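 Test system: human clot-derived fibrin DD(E) complex / Quantity: 2 µM final DD(E) protein / Incubation: 10 min plus 3 h, room temperature / Measured by: fluorescence polarization / Benchmarks: high control of 10 µM Aha-Tn7 peptide / Replicates: singlicate testing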
# Numbers without * were called inactive; / = no result given. Not a hit list. Share with any hit: about 4.1%.
SMILES,MBD2 DNA inh,UHRF1 MBD2 ctr,KLK7 zymogen act,ARFGAP1 inhibitor,PLCg1 inh,DDE Tn6 FP inh,PLC-beta3 inh,ASAP1 inh,ADAM17 inh,Tn7 DDE FP
Cc1ccc(S(=O)(=O)N2C[C@]3(O)C[C@@H]4C(=O)N(c5ccccc5)C(=O)[C@@H]4C[C@]3(OC(=O)NCc3ccco3)C2)cc1,1,-1,-0.5,0,2,4,0,-14,-1,0
O=C(Nc1cc(S(=O)(=O)N2CCCCC2)ccc1N1CCOCC1)c1cc(=O)[nH]c2ccccc12,5,-2,-0.4,-7,-9,-7,3,4,-2,2
CCOC(=O)C1C(=O)NC(N2CCCCC2)=NC1c1ccccc1 (stereo not given),-2,8,0.1,9,1,-7,1,-12,-3,-3
CCC(=O)N1CCN(c2ccc(NC(=O)COc3cccc(C)c3C)cc2)CC1,2,0,-0.5,4,-1,-9,-5,-14,0,1
COc1ccc(CCNc2oc(-c3ccccc3OC)nc2C#N)cc1OC,-2,-1,-0.4,-2,-273,2,-351,9,-204,-9
O=S(=O)(c1ccc(Cl)c2ccccc12)N1CCCC1,3,1,0.4,11,3,-2,-8,0,-4,0
N#Cc1ccc(CSc2nnc(Nc3ccccc3)s2)cc1,2,3,-0.7,-17,0,6,1,0,-2,1
CCC(=O)Nc1ccc(-c2nc(-c3ccccc3)n(CC(=O)N3CCCCC3)n2)cc1,3,-1,-0.3,6,0,5,2,-10,-9,0
CN1CCN(C(CNS(=O)(=O)c2ccc(F)cc2)c2cccnc2)CC1 (stereo not given),-1,-1,0.1,3,1,-5,-2,12,-6,-4
CC(=O)c1cc2c(cc1NC(=O)Cc1ccsc1)OCO2,3,0,-1.1,1,-92,5,-114,-4,-25,4
O=C(CCNC(=O)Cn1ccc2ccccc2c1=O)NCCN1CCc2ccccc2C1,3,-3,0.2,0,-1,2,-1,13,-2,1
Clc1cccc(Nc2nc(N3CCOCC3)nc(N3CCOCC3)n2)c1,-1,3,0.3,-2,3,1,-5,14,1,-2
Cn1c2c(c(=O)n3ncnc13)CCCC2,2,3,-0.1,1,-1,-4,-9,0,-2,-2
CC(C)C(=O)NCC(c1cccs1)S(=O)(=O)c1ccc(F)cc1 (stereo not given),-4,-3,0.1,7,1,6,-5,2,-1,-4
COCCCN(C(C)=O)c1nc(-c2ccccc2)cs1,3,4,-0.8,3,1,-2,-2,10,-3,-4
COC(=O)c1cc(CN2CCN(c3ccccc3)CC2)ccc1O,3,2,-0.1,16,1,3,-2,1,-4,3
COc1cc(OC)cc(C(=O)NCC(=O)OCC(=O)C(C)(C)C)c1,-2,-4,0.1,16,0,7,2,-9,0,5
CCN(CC)S(=O)(=O)c1ccc(/C=C/C(=O)OCC(=O)Nc2cccnc2Cl)cc1,0,-1,0.1,13,-2,2,-5,-9,-1,3
COc1ccc(CCNc2oc(COc3ccccc3F)nc2C#N)cc1OC,-4,0,-0.3,8,0,-7,1,4,2,-10
CC1=NN(/C(=N\c2nnc(C)s2)Nc2ccc(C)cc2)[C@H](c2ccc(C)cc2)S1,-1,-1,0.2,-4,2,-13,-1,4,0,-3
CCOc1cc(/C=N/NC(N)=O)cc(Br)c1OCC(=O)Nc1cccc2ccccc12,2,2,-0.8,-5,1,9,-7,4,-2,3
Nc1c(C(=O)NCCc2ccccc2)nnn1Cc1ccc(Br)cc1F,2,3,0.2,7,5,-5,4,-12,2,-1
Cc1cc(C)nc(SCC(=O)Nc2cccc(S(=O)(=O)N(C)C)c2)n1,-1,-2,0.1,2,0,10,-4,4,-2,2
COc1cc(NC(=O)c2ccccc2)c(OC)cc1Cl,-1,0,-0.3,-4,-2,-1,-2,-13,-5,0
COc1cc(/C=C/C(=O)N2CCc3ccccc3C2)cc(OC)c1OC,3,1,-0.4,-13,-12,-2,-18,18,-20,0

# As entered above.
# In Tn7 DDE FP, `COc1ccc(CCNc2oc(-c3ccccc3OC)nc2C#N)cc1OC` has -9
# In ASAP1 inh, `CCC(=O)Nc1ccc(-c2nc(-c3ccccc3)n(CC(=O)N3CCCCC3)n2)cc1` has -10
# In MBD2 DNA inh, `CC1=NN(/C(=N\c2nnc(C)s2)Nc2ccc(C)cc2)[C@H](c2ccc(C)cc2)S1` has -1

# More compounds follow.
SMILES,MBD2 DNA inh,UHRF1 MBD2 ctr,KLK7 zymogen act,ARFGAP1 inhibitor,PLCg1 inh,DDE Tn6 FP inh,PLC-beta3 inh,ASAP1 inh,ADAM17 inh,Tn7 DDE FP
O=C(NCCS(=O)(=O)N1CCN(Cc2ccccc2)CC1)c1ccc(F)cc1,-5,-2,0.0,-10,-1,0,-9,-8,-2,3
O=C(CSc1nc(-c2ccccc2)c(-c2ccccc2)o1)N1CCCCC1,-2,2,0.1,-12,-1,-4,-8,4,1,1
COc1ccc(/C=N/N2CCOCC2)cc1COc1ccc(Cl)cc1,0,-1,-0.2,3,1,1,1,16,2,-1
C/C(=N\NC(=O)c1ccc(OC2OCCOC2Oc2ccc(C(=O)N/N=C(\C)c3ccncc3)cc2)cc1)c1ccncc1 (stereo not given),0,3,-0.2,4,1,3,-8,-10,-3,-7
COc1ccc(CN2C[C@]3(C=C(C)Cn4c(=O)n(-c5ccccc5)c(=O)n43)N=C2NC(=O)c2ccccc2)c(OC)c1,3,1,0.3,/,-7,-4,-9,/,-1,4
Nc1[nH]c(C(=O)c2ccccc2)c(-c2ccc(Cl)cc2Cl)c1C(=O)c1ccc(Cl)c(Cl)c1,4,1,-0.3,0,-3,-4,-4,3,-5,8
Cc1ccc(CS(=O)(=O)Cc2ccc(C(=O)NCc3cccs3)o2)cc1,-4,0,0.1,4,2,-3,0,-3,-6,1
Cc1ccc(S(=O)(=O)N2CCOCC2)cc1C(=O)Nc1cc(S(=O)(=O)N2CCCCC2)ccc1O,-6,-3,-0.4,3,0,2,-6,2,0,1
O=c1cc(CNc2cc(C(F)(F)F)cc(C(F)(F)F)c2)nc2sccn12,-5,-3,-1.7,-11,-9,-11,-19,1,1,0
CCCCCc1cc(O)c2c(C)cc(=O)oc2c1,1,3,-3.9,10,-135,-7,-265,5,-4,-1
Cn1c(=O)n(Cc2ccccc2)c(=O)c2c1nc1n2CCCN1Cc1ccccc1,-2,0,-0.2,-4,11*,4,0,7,1,-4
C/C=C/COc1nc2c(c(=O)n(C)c(=O)n2C)n1C,5,13,-0.3,1,1,6,3,-10,-4,2
Cc1cc(O)c2c(CN3CCN(Cc4ccccc4)CC3)cc(=O)oc2c1,-8,-5,0.5,5,5,1,-4,9,2,-4
CC(O)(c1ccccc1)c1nc(-c2ccncc2)cs1 (stereo not given),1,4,0.4,-3,-2,1,2,1,3,1
O=C(CSc1nccc(=O)[nH]1)Nc1ccc(F)c(Cl)c1,7,-2,0.5,-1,-2,2,-7,0,-2,0
O=C(NCCCN1CCOCC1)c1onc(CSc2ccccn2)c1C(=O)NCCCN1CCOCC1,2,5,0.1,3,1,-1,2,3,-2,-4
Cc1nnc2sc(SCc3ccc(Cl)cc3)nn2c1=O,5,3,-0.3,-7,-1,1,-4,12,-1,3
CCc1ccc2c(CN(C)Cc3ccccc3OC)cc(=O)oc2c1,-4,-1,0.0,4,0,-5,-7,1,-1,1
COC(=O)c1ccc(CSc2nnc(-c3c[nH]c4ccccc34)n2-c2ccccc2)cc1,7,-1,0.2,3,5,-2,3,-6,4,0
Cc1nn2c(-c3ccc(Cl)cc3Cl)nnc2s1,3,-2,-0.7,6,6,-7,2,2,-3,-2
O=C(Nc1ccc2ccccc2c1)c1cccnc1,0,-2,-0.6,-4,-3,3,3,2,-3,3
O=C(NCCCn1ccnc1)c1ccco1,-4,-3,-0.7,-6,1,1,5,5,2,1
COc1ccc(NC(=O)C(c2ccc(OC)cc2)n2c(=O)c(-c3ccco3)nc3ccccc32)cc1 (stereo not given),2,-4,-4.6,9,-22,-2,-34,9,-8,1
CCCCOCC(O)CCc1n[nH]c(=S)n1-c1ccccc1 (stereo not given),-5,0,-0.1,-3,2,2,2,-10,-1,2
COCCCNC(=O)c1ccc(Cn2c(=O)c3ccccc3n(Cc3ccccc3C#N)c2=O)cc1,-2,0,-0.5,4,2,-4,2,7,-4,-4

# Additional structures
SMILES,MBD2 DNA inh,UHRF1 MBD2 ctr,KLK7 zymogen act,ARFGAP1 inhibitor,PLCg1 inh,DDE Tn6 FP inh,PLC-beta3 inh,ASAP1 inh,ADAM17 inh,Tn7 DDE FP
COc1cccc(NC(=O)NC2CCCCN(Cc3ccccc3C)C2=O)c1 (stereo not given),-7,-4,0.3,/,5,-2,0,/,-2,2
O=C(c1ccco1)N1CCN(C(=O)c2cnn(-c3ccc(F)cc3)c2-n2cccc2)CC1,1,-4,-0.5,3,-39,-4,-59,-10,-4,-9
O=C1c2ccccc2C(=O)N1CCOc1ccccc1Cl,3,4,0.6,-7,5,0,-3,-9,-1,0
O=c1c2c3nc4ccccc4nc3n(-c3ccc4c(c3)OCCO4)c2ncn1C1CCCC1,-3,0,-1.3,10,-22,8,-25,6,-10,0
Cc1cccc(N2CCN(C(=O)c3cc(S(=O)(=O)N4CCOCC4)cn3C)CC2C)c1 (stereo not given),9,8,0.4,14,2,1,-7,-2,-5,0
COC(=O)CC1SC(=O)NC1=Nc1cccc(C)c1 (stereo not given),1,-1,-0.2,0,4,-1,0,10,-3,6
CCCCCCCCNC(=O)c1ccc(C)cc1,-2,3,-0.3,-9,-4,3,-2,-12,2,-8
CCCN(CCC)C(=O)C1CC(=O)OC12CCOC(C)(C)C2 (stereo not given),3,0,0.2,8,-1,7,2,-8,-3,5
COc1ccc(C(CNC(=O)COc2cccc(C(F)(F)F)c2)N2CCCC2)cc1 (stereo not given),0,1,-0.9,1,3,-2,2,-1,-2,-2
Cc1nn(C(C)C(=O)NC2CCCCC2)c(=O)c2nn(-c3ccccc3)c(C)c12 (stereo not given),-4,2,-0.1,-5,1,-3,-4,-8,-2,2
O=C(NC(=S)N1CCN(c2ccc(Cl)cc2[N+](=O)[O-])CC1)c1ccco1,-3,-2,0.3,3,0,6,0,-1,-3,-6
COc1ccc(C(=O)Nc2ccc(NC(=O)c3cccs3)cc2)cc1Cl,1,0,-0.1,6,0,5,2,-13,1,-8
CN(C)CCCNC(=O)c1ccc(=O)[nH]n1,-1,0,-0.5,8,6,3,-6,-6,1,-6
CCn1cc(C(=O)NCC2CCCO2)c(=O)c2cc(S(=O)(=O)N(C)C)ccc21 (stereo not given),10,2,-0.3,13,9,-1,1,17,-2,-2
COC(=O)CSc1nc(C)cc(C)n1,3,4,-0.1,-8,7,-2,3,11,-3,1
Cc1ccc(S(=O)(=O)NCC(=O)N(CC(=O)NCC2CCCO2)Cc2ccc(Cl)cc2)cc1 (stereo not given),-5,0,-0.3,-11,4,-5,-2,16,-1,3

# Structures listed so far shown as hits in PLCg1 inh.
SMILES,MBD2 DNA inh,UHRF1 MBD2 ctr,KLK7 zymogen act,ARFGAP1 inhibitor,PLCg1 inh,DDE Tn6 FP inh,PLC-beta3 inh,ASAP1 inh,ADAM17 inh,Tn7 DDE FP
Cn1c(=O)n(Cc2ccccc2)c(=O)c2c1nc1n2CCCN1Cc1ccccc1,-2,0,-0.2,-4,11*,4,0,7,1,-4
